Jurkat NFkB inh: inhibitors of induced NF-kB luciferase reporter, primary screen, TCR NF-kB activation inhibitor project, cell-based, luminescence, uHTS. Jurkat, PMA/ionomycin-induced NF-kB luciferase reporter. 330,000 tested, 0.53% active. inhibition, % at 4 µM
SENP8 block: SENP8 protease inhibitors, primary screen, biochemical, luminescence | 330,000 tested, 1.2% active | Sentrin-specific protease 8 (Homo sapiens), Q96LD8 | purified SENP8, Z-RLRGG-aminoluciferin cleavage | inhibition, % at 10 µM
Apaf1 inhib: inhibitors of human Apaf-1 apoptosome, primary screen, biochemical, DEVD-Rh110 fluorescence, uHTS. inhibition, % at 20 µM. 330,000 tested, 0.71% active. AID 489030, 2010. reconstituted apoptosome caspase-3 activity. Apoptotic protease-activating factor 1 (Homo sapiens), O14727; active = inhibition of at least 40% at 20 µM;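 note: plate controls were DMSO wells for no effect and DEVD-CHO caspase inhibitor wells for full effect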
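Material: reconstituted apoptosome with Apaf-1, cytochrome c, caspase-9, procaspase-3, dATP; medium: pH 7.5 Hepes buffer with CHAPS, BSA, DTT; also added: cytochrome c and DEVD-Rh110 substrate; timing: 30 min plus 50 min, RT; signal: Rh110 fluorescence intensity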
HKDC1 inhibitor: HKDC1 hexokinase inhibitors, primary screen, biochemical, fluorescence, uHTS. Q2TB90. recombinant HKDC1, G6PDH/diaphorase resazurin coupled fluorescence. inhibition, % at 20 µM. 340,000 tested, 0.16% active. AID 493160, 2011;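 active = inhibition above about 35% when tested at 20 µM, limit read from the data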;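 note: plate controls were DMSO wells with enzyme for no effect and DMSO wells lacking enzyme for full effect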
Target sequence (Q2TB90 whole entry, looked up): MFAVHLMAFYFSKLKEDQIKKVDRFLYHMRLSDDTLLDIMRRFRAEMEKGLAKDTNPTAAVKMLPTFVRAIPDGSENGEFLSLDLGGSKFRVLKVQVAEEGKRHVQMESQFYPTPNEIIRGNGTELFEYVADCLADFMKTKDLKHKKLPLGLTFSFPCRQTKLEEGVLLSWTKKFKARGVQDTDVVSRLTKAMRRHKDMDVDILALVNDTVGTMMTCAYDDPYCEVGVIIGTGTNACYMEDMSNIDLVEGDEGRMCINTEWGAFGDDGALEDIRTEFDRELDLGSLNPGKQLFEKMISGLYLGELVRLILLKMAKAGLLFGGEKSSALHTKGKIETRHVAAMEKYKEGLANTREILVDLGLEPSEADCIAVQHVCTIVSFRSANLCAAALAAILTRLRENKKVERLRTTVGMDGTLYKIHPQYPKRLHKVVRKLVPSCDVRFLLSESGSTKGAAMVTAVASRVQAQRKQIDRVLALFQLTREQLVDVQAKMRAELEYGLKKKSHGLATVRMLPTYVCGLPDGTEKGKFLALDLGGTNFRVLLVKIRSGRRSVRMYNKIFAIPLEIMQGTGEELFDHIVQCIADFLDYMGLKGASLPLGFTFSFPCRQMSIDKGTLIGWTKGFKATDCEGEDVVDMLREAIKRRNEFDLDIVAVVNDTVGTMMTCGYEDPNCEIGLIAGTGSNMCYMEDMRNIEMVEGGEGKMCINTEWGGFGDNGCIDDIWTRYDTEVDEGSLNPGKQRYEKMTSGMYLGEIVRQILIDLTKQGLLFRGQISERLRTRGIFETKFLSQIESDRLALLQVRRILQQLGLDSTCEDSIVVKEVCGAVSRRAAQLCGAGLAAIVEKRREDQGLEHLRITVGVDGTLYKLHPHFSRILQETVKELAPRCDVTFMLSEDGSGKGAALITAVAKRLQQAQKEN
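Assay system: recombinant HKDC1 hexokinase; detection: coupled resazurin fluorescence, excitation 525 nm, emission 613 nm; benchmarks: DMSO-plus-enzyme-mix negative control, buffer-substituted positive control; compound dosing: single 20 µM dose; schedule: 90 min at room temperature in dark; also added: glucose plus 1 mM ATP as hexokinase substrates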
Gli-Sufu block: Gli-Sufu pathway antagonists, primary screen, luciferase luminescence, Sufu-KO-LIGHT cells, uHTS. Sufu-KO-LIGHT fibroblasts, Gli luciferase reporter luminescence. inhibition, % at 5 µM. 340,000 tested, 0.74% active. AID 588413, 2011;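 active = inhibition above about 55%, limit read from the data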;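 note: 0% = DMSO-treated cells and 100% = wells with medium but no cells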
UBC13 polyUb: UBC13 polyubiquitin chain formation inhibitors, primary screen, biochemical, TR-FRET, uHTS; AID 485273, 2010; Ubiquitin-conjugating enzyme E2 N (Homo sapiens), P61088; 330,000 tested, 0.47% active; inhibition, % at 20 µM; in the data active = inhibition above about 45%, passing the limit was not always enough
Target sequence (P61088 whole entry, looked up): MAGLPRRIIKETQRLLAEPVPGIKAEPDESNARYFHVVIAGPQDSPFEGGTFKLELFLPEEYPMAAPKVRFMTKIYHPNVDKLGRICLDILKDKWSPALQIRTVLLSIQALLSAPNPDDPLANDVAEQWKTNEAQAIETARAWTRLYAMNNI
697 NFkB inh: inhibitors of PMA/ionomycin-induced NF-kB reporter, 697 cells, primary screen, B-cell NF-kB inhibitor project, cell-based, luminescence, uHTS; AID 435022, 2010; 330,000 tested, 0.33% active; inhibition, % at 4 µM; 697 B-cell NF-kB luciferase reporter, 16 h; in the data active = inhibition above about 35%
SENP7 block: SENP7 protease inhibitors, primary screen, biochemical, luminescence, uHTS. Sentrin-specific protease 7 (Homo sapiens), Q9BQF6. recombinant SENP7, Z-RLRGG-aminoluciferin luminescence, 40 min. inhibition, % at 5 µM. 330,000 tested, 1.5% active;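 active = inhibition above about 50% at the single test dose, limit read from the data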;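 note: plate controls were DMSO with enzyme for no effect and no enzyme buffer wells for full effect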
* = called active by the depositor. Cut-off read from the data, not from the text of the source, unless noted: active = inhibition above about 50%; inactive = the rest. Rows are unselected, and some 3.6% of all compounds hit somewhere here.

no. | compound | Jurkat NFkB inh | SENP8 block | Apaf1 inhib | HKDC1 inhibitor
1 | Nc1nc(OCC2CCCCC2)c2[nH]cnc2n1 | 10 | -6 | 11 | 1
2 | CCCCC(CC)CNCc1cccn1CCN1CCOCC1 (centres undefined) | 2 | 5 | -10 | 2
3 | Cc1cc(CNC(=O)c2ccc(C)c([N+](=O)[O-])c2)c2ccccc2n1 | 9 | -5 | -1 | 2
4 | CN(C)c1ccc(NS(=O)(=O)c2ccc(Cl)cc2)cc1 | 9 | 5 | 9 | -4
5 | CCOc1cc(NC(=S)NCC2CCCO2)c(OCC)cc1NC(=O)C1CC1 (centres undefined) | 14 | -1 | -11 | 3
6 | c1ccc2c(c1)OCC(c1csc3ncnc(N4CCCC4)c13)O2 (centres undefined) | 4 | -10 | 22 | 5
7 | Cc1ccc2nc(SCC(=O)c3c(C)[nH]c4ccccc34)[nH]c2c1 | -3 | -8 | 22 | 2
8 | Cc1cccc(N(C(=O)Cn2nnc(-c3ccc(F)cc3)n2)C(C(=O)NC(C)(C)C)c2ccncc2)c1 (centres undefined) | 2 | -2 | 11 | -12
9 | O=C(CSc1nnc(CN2CCOCC2)n1-c1ccc(Cl)cc1)Nc1ccc2c(c1)OCO2 | -3 | 5 | -13 | 11
10 | CN(C)C1=NC[C@H](Cc2ccccc2)N1CCCC1CCCCC1 | 17 | 1 | 28 | 6

no. | Gli-Sufu block | UBC13 polyUb | 697 NFkB inh | SENP7 block
1 | -9 | -5 | 33 | 11
2 | 19 | 7 | -6 | 4
3 | 1 | -5 | -21 | -7
4 | 0 | 3 | 21 | 6
5 | -1 | -5 | -2 | 2
6 | 24 | 6 | -20 | -9
7 | 3 | -14 | -1 | -8
8 | -6 | 5 | 8 | 3
9 | 5 | 2 | 23 | -7
10 | 50 | 32 | -30 | 10

Further entries:
no. | compound | Jurkat NFkB inh | SENP8 block | Apaf1 inhib | HKDC1 inhibitor
11 | O=C(COC(=O)CC1CC2CCC1C2)Nc1cc([N+](=O)[O-])ccc1F (centres undefined) | 16 | -3 | -5 | 0
12 | COc1cc([N+](=O)[O-])cc(/C=N/NC(=O)Cn2nccc2C)c1O | 8 | 18 | -16 | -10
13 | CCN(CC)S(=O)(=O)c1ccc(C(=O)NCc2cccs2)cc1 | -11 | -7 | -3 | -2
14 | O=C(COC(=O)C(O)C(O)C(=O)OCC(=O)c1ccc(C(F)(F)F)cc1)c1ccc(C(F)(F)F)cc1 (centres undefined) | 4 | -1 | -17 | -7
15 | CCn1nnc(NC(=O)C(C)Oc2ccc(Cl)cc2Cl)n1 (centres undefined) | 11 | -2 | -11 | -6
16 | CSc1nc(Sc2ccccc2Cl)c2ccccc2n1 | 1 | 2 | 8 | -5
17 | COc1ccc(Cl)c(OC)c1C(=O)NC(=O)Nc1nc(C)nc(C)n1 | -5 | -9 | 10 | -3
18 | CCOc1ccc(C=NCC(O)c2ccccc2)cc1 (centres undefined) | -10 | 6 | 0 | -1
19 | COC(=O)c1cc(CC(=O)c2ccc(O)cc2O)c(C)o1 | 7 | 3 | -5 | 4
20 | CCC(C)(C(=O)NC1CCCC1)N(C(C)=O)c1ccc(C)cc1 (centres undefined) | 2 | 4 | 4 | -5

no. | Gli-Sufu block | UBC13 polyUb | 697 NFkB inh | SENP7 block
11 | -2 | 11 | 11 | 6
12 | 1 | -54 | 16 | 11
13 | -11 | -8 | 0 | -12
14 | 5 | -14 | 3 | -4
15 | 0 | 14 | -3 | 6
16 | -4 | -4 | 1 | -5
17 | 7 | -6 | -8 | 5
18 | 3 | 1 | 29 | -2
19 | -11 | 6 | 1 | -5
20 | 3 | 11 | -3 | -1

(further entries)
no. | compound | Jurkat NFkB inh | SENP8 block | Apaf1 inhib | HKDC1 inhibitor
21 | CCCN=CC1=C(O)CC(c2ccccc2)CC1=O (centres undefined) | 2 | 1 | -1 | -5
22 | CC(C)c1c(C(=O)N/N=C/c2cccnc2)nnn1-c1nonc1N | 9 | 3 | 16 | -1
23 | COC(=O)c1cc2occc2n1Cc1nc(-c2ccc(Cl)cc2)oc1C | -6 | -17 | 17 | -2
24 | COc1ccccc1NC(=O)COC(=O)c1cnccn1 | -4 | -6 | -14 | -10
25 | O=C(CSc1nc2nn(-c3ccccc3)c(=O)c-2c2n1CCCCC2)Nc1ccc(F)c(F)c1 | 5 | 8 | 3 | 13
26 | COC(C[C@H]1O[C@@H]1[C@H](O)COCc1ccccc1)OC | -19 | -4 | -5 | 3
27 | COc1cc(CC(=O)OCC(=O)NCc2cccs2)cc(OC)c1OC | -8 | 9 | -7 | -7
28 | Cc1ccc(NC(=O)C2CCC(CNC(=O)[C@@H]3Cc4ccccc4CN3)CC2)cc1 (some centres undefined) | 10 | 0 | 23 | -2
29 | Cc1ccc2oc(Nc3nc(-c4ccccc4)cc(=O)[nH]3)nc2c1 | 27 | 3 | -6 | 0
30 | CCOC(=O)c1ccc(N(C(=O)CNC(=O)c2ccco2)C(C(=O)NCC2CCCO2)c2ccc(OC)c(OC)c2)cc1 (centres undefined) | -23 | 2 | -2 | -5

no. | Gli-Sufu block | UBC13 polyUb | 697 NFkB inh | SENP7 block
21 | 4 | -4 | 4 | 6
22 | 25 | -8 | -2 | -1
23 | -6 | -4 | -11 | -13
24 | 3 | 4 | 13 | -7
25 | 12 | -21 | 19 | -12
26 | 17 | -12 | -20 | -5
27 | -19 | 12 | -4 | -4
28 | 4 | 2 | 6 | 1
29 | -3 | 5 | -36 | -3
30 | -14 | 0 | -18 | -1

The list goes on.
no. | compound | Jurkat NFkB inh | SENP8 block | Apaf1 inhib | HKDC1 inhibitor
31 | COC(=O)c1cc(-n2cccc2)ccc1N1CCOCC1 | 4 | -2 | 4 | -4
32 | COc1ccc(N2CCN(C(=O)c3cc(N4C(=O)C5C6CCC(C6)C5C4=O)ccc3Cl)CC2)cc1 (centres undefined) | -1 | 0 | -11 | -8
33 | COc1ccccc1-n1c(CNC(=O)c2ccc(S(=O)(=O)N3CCOCC3)cc2)n[nH]c1=S | -9 | -3 | 8 | -2
34 | COc1ccc(CCNC(=O)CSc2nnc(-c3ccccc3)o2)cc1OC | 8 | 2 | -6 | -8
35 | Cc1cccc(C(=O)Nc2ccc(O)cc2)c1 | -24 | -17 | 4 | -2
36 | COc1ccc(C(O)Cn2ccsc2=NC(C)=O)cc1 (centres undefined) | -8 | 2 | 4 | 2
37 | COc1ccc(NC(=O)CN(C)C(=O)c2ccc(-c3ccccc3Cl)o2)cc1 | -1 | -11 | 14 | 0
38 | CCOC(=O)c1sc2nc(NC(=O)COc3ccccc3)sc2c1C | 1 | -11 | 22 | 2
39 | O=C(CN1CCN(S(=O)(=O)c2ccc(F)cc2)CC1)Nc1ccc(Cl)c(C(F)(F)F)c1 | -13 | -9 | 22 | 3
40 | CCNC(=O)N1CCOCC1 | 11 | 3 | 2 | -11

no. | Gli-Sufu block | UBC13 polyUb | 697 NFkB inh | SENP7 block
31 | 3 | -2 | -3 | -8
32 | 11 | 1 | -16 | 3
33 | 0 | 1 | 2 | 4
34 | 7 | 4 | 16 | -6
35 | -18 | 6 | -35 | 3
36 | 46 | -1 | -39 | 0
37 | -3 | -4 | -2 | -1
38 | -1 | 0 | 0 | -10
39 | 12 | -4 | -5 | -7
40 | -2 | -2 | 7 | -3

Entries 35 to 40 of the list above:
no. | compound | Jurkat NFkB inh | SENP8 block | Apaf1 inhib | HKDC1 inhibitor
35 | Cc1cccc(C(=O)Nc2ccc(O)cc2)c1 | -24 | -17 | 4 | -2
36 | COc1ccc(C(O)Cn2ccsc2=NC(C)=O)cc1 (centres undefined) | -8 | 2 | 4 | 2
37 | COc1ccc(NC(=O)CN(C)C(=O)c2ccc(-c3ccccc3Cl)o2)cc1 | -1 | -11 | 14 | 0
38 | CCOC(=O)c1sc2nc(NC(=O)COc3ccccc3)sc2c1C | 1 | -11 | 22 | 2
39 | O=C(CN1CCN(S(=O)(=O)c2ccc(F)cc2)CC1)Nc1ccc(Cl)c(C(F)(F)F)c1 | -13 | -9 | 22 | 3
40 | CCNC(=O)N1CCOCC1 | 11 | 3 | 2 | -11

no. | Gli-Sufu block | UBC13 polyUb | 697 NFkB inh | SENP7 block
35 | -18 | 6 | -35 | 3
36 | 46 | -1 | -39 | 0
37 | -3 | -4 | -2 | -1
38 | -1 | 0 | 0 | -10
39 | 12 | -4 | -5 | -7
40 | -2 | -2 | 7 | -3

(listing goes on)
no. | compound | Jurkat NFkB inh | SENP8 block | Apaf1 inhib | HKDC1 inhibitor
41 | COc1cccc2c(Nc3ccccc3C)cc(C)nc12 | 10 | -4 | -8 | -1
42 | CS(=O)(=O)NCCOc1ccc(S(=O)(=O)N2CCCc3ccccc32)cc1 | 14 | 3 | 6 | 13
43 | Cc1oc(C(=O)O)cc1CSCc1ccoc1C(=O)O | -6 | 2 | 3 | -7
44 | COc1cc2ncnc(NCCCN3CCOCC3)c2cc1OC | 1 | -11 | 3 | 2
45 | O=C(CN1C(=O)COc2ccc(S(=O)(=O)N3CCOCC3)cc21)NCc1ccccn1 | 2 | 7 | -19 | 0
46 | COc1ccc(N2C(=O)CSC2c2ccccc2)cc1 (centres undefined) | 3 | 1 | 0 | -5
47 | COc1cccc(Oc2ccc(C(F)(F)F)cc2NC(=O)CN2C(=O)NC3(CCCC3)C2=O)c1 | -3 | -15 | -7 | -12
48 | CCOc1ccc(S(=O)(=O)Nc2ccc(C(=O)N3CCCC3)cc2)cc1 | 2 | 7 | 6 | -6
49 | NC(=O)c1ccccc1OCC(=O)Nc1cccnc1Cl | -10 | 11 | 1 | -3
50 | CCn1c(=O)c([N+](=O)[O-])c(N2CCN(Cc3ccc4c(c3)OCO4)CC2)c2ccccc21 | 16 | -5 | 9 | 0

no. | Gli-Sufu block | UBC13 polyUb | 697 NFkB inh | SENP7 block
41 | 34 | 1 | -2 | -6
42 | 3 | 6 | 6 | 5
43 | 5 | -6 | 3 | -2
44 | 6 | 4 | 8 | -2
45 | 4 | 1 | -1 | -1
46 | 0 | 4 | 13 | -1
47 | 4 | -14 | -11 | -7
48 | 2 | -2 | -16 | -10
49 | -5 | -3 | -12 | 6
50 | -4 | 6 | 9 | 0

Whole records, quoted from the list.
`CCn1c(=O)c([N+](=O)[O-])c(N2CCN(Cc3ccc4c(c3)OCO4)CC2)c2ccccc21` is entered as Jurkat NFkB inh: 16; SENP8 block: -5; Apaf1 inhib: 9; HKDC1 inhibitor: 0; Gli-Sufu block: -4; UBC13 polyUb: 6; 697 NFkB inh: 9; SENP7 block: 0
`CCOC(=O)c1sc2nc(NC(=O)COc3ccccc3)sc2c1C` is entered as Jurkat NFkB inh: 1; SENP8 block: -11; Apaf1 inhib: 22; HKDC1 inhibitor: 2; Gli-Sufu block: -1; UBC13 polyUb: 0; 697 NFkB inh: 0; SENP7 block: -10

The list continues.
no. | compound | Jurkat NFkB inh | SENP8 block | Apaf1 inhib | HKDC1 inhibitor
51 | O=Cc1c(N2CCCCCC2)nc2ccccn2c1=O | -12 | 7 | -1 | -9
52 | O=S(=O)(NC1CCCCC1Sc1ncccn1)c1ccc(Cl)cc1 (centres undefined) | -1 | -7 | 5 | -4
53 | CCOc1ccc(C2CC(c3ccc(CC)cc3)n3nc(N)nc3N2)cc1 (centres undefined) | 2 | -5 | 6 | -1
54 | CC1CCCN(C(=O)CCNC(=O)Cn2cnc3ccccc3c2=O)C1 (centres undefined) | -20 | 7 | -1 | -6

no. | Gli-Sufu block | UBC13 polyUb | 697 NFkB inh | SENP7 block
51 | -1 | 13 | -6 | 4
52 | 5 | -5 | 10 | -12
53 | 32 | -2 | -20 | 6
54 | 25 | 6 | -15 | 2

From PubChem
